Ecoli WT expand: growth inhibitors of wild-type E. coli, primary screen, strain BW25113, expanded library, OD600 | OD600 absorbance | growth inhibition, % at 100 µM | 0.15% of 98,000 active | AID 710, 2007;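 active means growth inhibition above about 50% at one test dose, limit read from the data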;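 further: growth measured after 20 h incubation at 37 °C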
PostGolgi yeast: phenotypic screen on post-Golgi transport, primary screen; 0.9% of 98,000 active; inhibition, % at 10 µM; post-Golgi transport phenotypic cell assay; in the data active means inhibition above about 30%;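 further: yeast cells grown in 1536-well plates; yeast grown about 18 h at 30C before absorbance read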
CYP2C9 inhib: blockers of cytochrome P450 2C9 activity – biochemical, luminescence, ADME assay, primary screen | P11712 | CYP2C9 Supersomes, luciferin-H conversion | inhibition, % at 5 µM | 20% of 96,000 active | AID 777, 2007;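 active means blocking of liver enzyme CYP2C9 beyond about 50% at 5 µM, limit read from the data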; further: values of inactives mirror those of a sister screen read the other way
CYP2C19 inhib: blockers of cytochrome P450 2C19 activity – biochemical, luminescence, ADME assay, primary screen; P33261; CYP2C19 Supersomes, luciferin-H EGE luminescence, 30 min; inhibition, % at 5 µM; 21% of 96,000 active;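 active means CYP2C19 inhibition above a set limit at 5 µM in the primary screen, cut at about 50% in these data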;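 further: plate controls were negative control wells for no effect and 2.5 mM tranylcypromine positive control for full effect; values of inactives mirror those of a sister screen read the other way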
PLAP act: PLAP enzyme activators, biochemical, luminescence, HTS; activation fold at 20 µM; 1.2% of 96,000 active; purified PLAP enzyme, luminescent substrate read-out; stronger effect = higher value; in the data active means activation fold above about 2
EphB4 antag: EphB4-ephrin-B2 interaction antagonists, primary screen, biochemical, TNYL-RAW peptide probe, fluorescence polarization; inhibition, % at 7 µM; EphB4 LBD / TNYL-RAW-Alexa532 peptide; 0.15% of 97,000 active; Ephrin type-B receptor 4 (Homo sapiens), P54760; AID 720, 2007;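 active means inhibition above the screen-wide mean inhibition plus 3 SD, cut at about 15% in these data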;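 further: 0% = DMSO wells and 100% = excess unlabeled TNYL-RAW peptide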
Target sequence (P54760 whole entry, looked up, the tested form may be a part): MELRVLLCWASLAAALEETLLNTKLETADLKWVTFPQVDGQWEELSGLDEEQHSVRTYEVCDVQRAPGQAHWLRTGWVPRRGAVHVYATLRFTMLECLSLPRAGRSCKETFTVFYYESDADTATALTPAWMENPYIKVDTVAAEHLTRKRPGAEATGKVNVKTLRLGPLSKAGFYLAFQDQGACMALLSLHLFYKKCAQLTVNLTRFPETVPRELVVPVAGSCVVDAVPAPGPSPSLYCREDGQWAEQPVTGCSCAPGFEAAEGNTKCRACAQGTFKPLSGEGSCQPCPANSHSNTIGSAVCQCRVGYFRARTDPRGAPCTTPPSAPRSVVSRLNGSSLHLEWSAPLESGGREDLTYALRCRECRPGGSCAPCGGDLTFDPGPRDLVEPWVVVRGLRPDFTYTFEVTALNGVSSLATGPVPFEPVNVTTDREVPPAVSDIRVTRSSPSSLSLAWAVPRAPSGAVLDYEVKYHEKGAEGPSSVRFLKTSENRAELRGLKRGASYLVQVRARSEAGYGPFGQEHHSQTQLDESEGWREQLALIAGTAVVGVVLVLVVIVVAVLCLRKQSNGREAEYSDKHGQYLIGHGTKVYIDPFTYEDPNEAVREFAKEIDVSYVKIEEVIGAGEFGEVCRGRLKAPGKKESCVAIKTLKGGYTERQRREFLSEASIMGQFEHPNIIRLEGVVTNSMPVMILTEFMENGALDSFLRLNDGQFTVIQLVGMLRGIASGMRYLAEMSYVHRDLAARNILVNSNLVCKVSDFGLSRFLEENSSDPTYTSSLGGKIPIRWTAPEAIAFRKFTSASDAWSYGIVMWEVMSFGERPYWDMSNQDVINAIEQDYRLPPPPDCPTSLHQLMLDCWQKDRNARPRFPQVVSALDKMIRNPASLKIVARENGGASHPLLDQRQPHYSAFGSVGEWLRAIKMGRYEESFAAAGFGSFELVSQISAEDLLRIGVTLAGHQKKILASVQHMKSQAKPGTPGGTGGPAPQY
PTK2B oligo ant: antagonists of Pyk2 self-association, primary screen, Q293 cells, FERM NanoBiT luminescence, HTS; z-score (the deposit names both 25 µM and 10 µM); 0.83% of 99,000 active; stronger effect = lower value; Protein-tyrosine kinase 2-beta (Homo sapiens), Q14289;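 active means Z-score of -3 or lower, scaled per plate to the spread of control and sample wells; inactive means z-score above -3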;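 further: negative z-score means lost luminescence so less FERM oligomerization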
CYP2C19 activ: human CYP2C19 activators, primary screen, biochemical, luminescence. Cytochrome P450 2C19 (Homo sapiens), P33261. recombinant CYP2C19, luciferin-H EGE luminescence; stronger effect = higher value; 0 = fully inhibited enzyme, 1 = untreated enzyme. activation factor at 5 µM. 96,000 tested, under 10 active. AID 1025, 2008;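 active means activation factor of at least 2 at 5 µM in the primary screen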;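 further: 0 = wells with 2.5 mM tranylcypromine and 1 = vehicle-only wells; values of inactives mirror those of a sister screen read the other way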
CYP2C9 act: human CYP2C9 activators, primary screen, biochemical, luminescence; Cytochrome P450 2C9 (Homo sapiens), P11712; recombinant CYP2C9, luciferin-H conversion; stronger effect = higher value; factor 1 = untreated enzyme, 0 = blocked; activation factor at 5 µM; 1.4% of 96,000 active; AID 1024, 2008;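 active means activation factor of 2 or more for CYP2C9 at a 5 µM dose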;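 further: 0 = sulfaphenazole-blocked wells and 1 = vehicle-only wells; values of inactives mirror those of a sister screen read the other way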
* marks the source's active call; other numbers are inactive results; . = not tested or not shown.

Screens in order – Ecoli WT expand	PostGolgi yeast	CYP2C9 inhib	CYP2C19 inhib	PLAP act	EphB4 antag	PTK2B oligo ant	CYP2C19 activ	CYP2C9 act
Cc1cccc(C(=O)N2CCCN(C(=O)c3cccc(C)c3)CC2)c1
→ -1	18	70*	90*	1.4	-3	2.2	0.1	0.3
Nc1cccc(-c2nc3cc(S(=O)(=O)c4ccc5oc(-c6cccc(N)c6)nc5c4)ccc3o2)c1
→ 1	-11	37	23	1.1	-5	-1.3	0.8	0.6
O=C(O)CCc1nn2c3ccccc3n(CC(=O)c3ccccc3)c2nc1=O
→ 0	8	0	-1	1.2	3	-0.67	1	1
CN(C)S(=O)(=O)Oc1ccccc1C(=O)Nc1cccc(C(F)(F)F)c1
→ 9	2	8	86*	0.9	1	-0.93	0.1	0.9
C=CCn1c(CNc2ccccc2)nnc1SCC(=O)N/N=C/c1ccc(O)cc1O
→ 21	2	10	48	1	-3	0.6	0.5	0.9
COc1ccc(C(=O)Nc2nc3ccccc3[nH]2)cc1OC
→ 8	0	.	.	.	-7	0.17	.	.
Nc1c(C(=O)Nc2ccc(F)cc2)sc2nc(-c3ccco3)ccc12
→ -18	-2	30	14	1.2	4	0.16	0.9	0.7
Cc1ccc(NC(=O)c2ccc(S(=O)(=O)N3CCOCC3)cc2)nc1
→ 3	2	9	2	1.2	2	0.13	1	0.9
COc1ccc(NC(=O)c2sc(=S)[nH]c2N)cc1
→ -12	-30	2	-4	0.9	-2	0.03	1	1
CCOC(=O)C1CCCN(C(=S)Nc2ccc(C)cc2C)C1 (stereo not drawn)
→ -6	4	36	84*	1.2	2	0.6	0.2	0.6
CN(C1CCS(=O)(=O)C1)S(=O)(=O)c1cccc2nsnc12 (stereo not drawn)
→ 5	-1	-10	-3	0.7	-6	0.48	1	1.1
CCOC(=O)c1cc2occc2n1CCCN1C(=O)c2ccccc2C1=O
→ -4	-3	87*	21	1.3	-1	-0.63	0.8	0.1
COc1cc2c(cc1OC)C1=NC(=O)CN1C(SCc1ccc(C)cc1)=N2
→ 0	9	0	-4	1.6	-5	0.92	1	1
C=C(C)CC1N(c2cccc(OC)c2)C(=O)C2C(C(=O)O)C3C=CC21O3 (stereo not drawn)
→ -5	13	-26	-21	1.1	-5	.	1.2	1.3
CC(C)NC(=O)c1ccc(COCC(F)(F)F)cc1
→ 5	3	-14	23	1.3	1	0.51	0.8	1.1
COc1ccc2nc(NC(C)=O)sc2c1
→ 7	16	-1	4	1	3	0.44	1	1
CC(C)CC(NS(=O)(=O)c1ccc2c(c1)oc(=O)n2C)C(=O)NCc1cccnc1 (stereo not drawn)
→ -1	-20	-2	53*	1.5	2	.	0.5	1
Nn1cc(-c2ccccc2)nc1SCC(=O)N1CCN(S(=O)(=O)c2ccc3ccccc3c2)CC1
→ -1	1	47	19	1.1	1	0.03	0.8	0.5
Cc1cccc2sc(NC(=O)CCNS(=O)(=O)c3cccs3)nc12
→ 21	-1	78*	82*	1.2	-4	-1.1	0.2	0.2
C/C(=C\C(=O)c1cccnc1)Nc1ccc(C(=O)O)cc1
→ -7	-10	33	-15	0.9	-2	-0.16	1.2	0.7

2 neighbouring records from above:
Screens in order – Ecoli WT expand	PostGolgi yeast	CYP2C9 inhib	CYP2C19 inhib	PLAP act	EphB4 antag	PTK2B oligo ant	CYP2C19 activ	CYP2C9 act
Cc1cccc(C(=O)N2CCCN(C(=O)c3cccc(C)c3)CC2)c1
→ -1	18	70*	90*	1.4	-3	2.2	0.1	0.3
Nc1cccc(-c2nc3cc(S(=O)(=O)c4ccc5oc(-c6cccc(N)c6)nc5c4)ccc3o2)c1
→ 1	-11	37	23	1.1	-5	-1.3	0.8	0.6

Following part
Screens in order – Ecoli WT expand	PostGolgi yeast	CYP2C9 inhib	CYP2C19 inhib	PLAP act	EphB4 antag	PTK2B oligo ant	CYP2C19 activ	CYP2C9 act
CCCCOCCCNC(=O)c1cccs1
→ 12	-1	22	35	0.9	-5	1.1	0.6	0.8
CCOC(=O)CNC(=O)CSc1nnnn1-c1ccc(C)c(C)c1
→ 3	8	-163	17	0.9	2	0.13	0.8	2.6*
Cc1ccc(OC(=O)c2ccc(C)c(C)c2)cn1
→ 0	1	28	10	1.1	-2	0.4	0.9	0.7
CCc1ccc(CCC(=O)Nc2ccc(S(N)(=O)=O)cc2)o1
→ 4	21	-7	-6	1.2	-3	0.82	1.1	1.1
CCOC(=O)C1CCCN(c2ncnc3c2cnn3-c2cccc(C)c2)C1 (stereo not drawn)
→ 0	5	23	14	1.4	9	0.42	0.9	0.8
CS(=O)(=O)N1CCN(C2CCN(Cc3ccccc3)CC2)CC1
→ -1	-3	-15	-9	1.5	-1	-0.51	1.1	1.2
CC(C)OC(=O)CCC1(C(=O)O)CCC(=O)NC1 (stereo not drawn)
→ -1	-11	-15	-12	0.9	0	0.21	1.1	1.1
COc1ccc(-n2nnnc2SC(C)C(N)=O)cc1 (stereo not drawn)
→ -3	-1	14	38	1.2	-3	-0.89	0.6	0.9
CCOC(=O)C(C)c1nc2ccccc2[nH]c1=O (stereo not drawn)
→ 3	6	-8	11	1.3	-3	0.38	0.9	1.1
CN(CCCNC(=O)C1CCN(S(=O)(=O)c2cccc3nsnc23)CC1)Cc1ccccc1
→ 8	-8	-12	-2	1.3	-4	0.38	1	1.1
CC1(C)CC(N(Cc2ccco2)C(=O)Cc2ccccc2)CCO1 (stereo not drawn)
→ 4	-4	1	14	1	-2	0.9	0.9	1
COc1c(C)cc(Br)cc1C(=O)Nc1cccc(-c2nc3ncccc3o2)c1
→ -1	-7	54*	92*	1.4	-2	.	0.1	0.5
O=C(CCS(=O)(=O)Cc1ccccc1)N1CCN(Cc2ccccc2)CC1
→ 1	3	9	-10	1	-5	-0.25	1.1	0.9
COC(=O)Nc1nnc(Cc2ccccc2)s1
→ 3	8	-1	15	1.1	-12	-0.22	0.8	1
COc1ccc(-n2nnnc2SCC(=O)NCc2ccco2)cc1OC
→ 4	-6	-124	19	1.2	-11	-0.31	0.8	2.2*
CCCC(C(=O)OCC)P(=O)(c1ccccc1)c1ccccc1 (stereo not drawn)
→ -5	0	13	15	1.1	-6	-0.24	0.9	0.9
CCn1nnnc1SCC(=O)Nc1cc(OC)cc(OC)c1
→ -1	-7	4	3	1.1	-2	-0.18	1	1
Cc1ccc2nc(-c3ccccn3)cc(C(=O)NC3CCN(C)CC3)c2c1
→ 3	20	11	-3	1.7	-6	.	1	0.9
Cc1cc(N2CCN(C)CC2)nc2ccc(NC(=O)c3ccc4c(c3)OCO4)cc12
→ -5	-1	41	34	1.5	.	-1.8	0.7	0.6
CCN(CC)C1=CC(=O)OC12CCCCC2
→ 12	-10	-3	0	1.1	-13	-0.24	1	1
CCCCSC1=C(C#N)C(c2ccccc2C)CC(=O)N1 (stereo not drawn)
→ -1	11	29	42	0.8	2	.	0.6	0.7
COc1cccc(NC(=S)NCCC(c2ccccc2)c2ccccc2)c1
→ -15	-12	68*	55*	1	-7	-0.83	0.4	0.3
CCNc1ccc(C(=O)OCC)cc1NC(=O)c1cc(S(=O)(=O)N2CCOCC2)ccc1C
→ -16	14	54*	88*	1	-7	-0.81	0.1	0.5
CN1CCN(C(=S)NC(=O)/C=C/c2ccccc2)CC1
→ 7	16	14	1	0.7	6	0.02	1	0.9
Cc1ccc(C)c(N2CCN(S(=O)(=O)c3ccc4c(c3)CCC(=O)N4)CC2)c1
→ 0	9	78*	35	1	3	.	0.7	0.2
CCCCNC(=O)c1onc(CSc2ccccc2F)c1C(=O)O
→ -12	4	57*	0	1.2	-2	.	1	0.4
O=C(O)C1C2C=CC(O2)C1C(=O)NCc1ccc(Cl)cc1 (stereo not drawn)
→ -4	0	0	3	0.9	2	0.32	1	1
COc1cccc(C(=O)c2c[nH]c(C(=O)NCc3cccs3)c2)c1
→ -4	1	19	7	0.9	-4	-0.69	0.9	0.8
Cc1nc(SCC(=O)c2ccccc2)c([N+](=O)[O-])[nH]1
→ -2	2	39	24	0.9	-1	-0.67	0.8	0.6
Cc1cccc2nc(CSc3nnc4ccccn34)cn12
→ 3	1	-10	13	0.9	-1	1.2	0.9	1.1
COCCCn1c(=O)c2ccccc2c2ccccc2c1=O
→ 2	4	26	24	0.9	-2	-0.32	0.8	0.7
CC(=O)Nc1ccc(S(=O)(=O)N2CCCC2C(=O)O)cc1 (stereo not drawn)
→ 1	7	-12	-7	0.8	4	0.29	1.1	1.1
CC1CCCCN1CC(=O)Nc1sccc1C#N (stereo not drawn)
→ 5	5	31	41	1.4	-3	0.89	0.6	0.7
CC1=C(C(=O)OC(C)C)C(c2ccncc2)n2ncnc2N1 (stereo not drawn)
→ -4	11	46	21	1.3	-5	0.54	0.8	0.5
O=C(Cn1[nH]c(=O)c2ccccc2c1=O)OCC(=O)N(Cc1ccccc1)Cc1ccccc1
→ -2	-3	18	38	1	-2	0.82	0.6	0.8
CC1(C)N=C(c2cccc(F)c2)C(=O)N1
→ -2	-6	11	60*	0.9	0	0.74	0.4	0.9
Cc1nn(Cc2ccccc2Cl)c(C)c1C(=O)Nc1nnc(C2CC2)s1
→ 8	0	51*	16	1.2	-4	-0.41	0.8	0.5
Cc1cc(NC(=O)c2cnn3c(C(F)(F)F)cc(-c4ccccc4)nc23)no1
→ -8	-1	20	-7	1.3	1	-2	1.1	0.8
Cc1ccn2c(C(=O)CSc3ccc(Cl)cc3)c(C)nc2c1
→ 0	6	45	12	0.8	3	0.03	0.9	0.5
COc1cc2c(C(=O)NC3CCCCCC3)cn(C)c(=O)c2cc1OC
→ -1	5	14	4	0.9	0	2.4	1	0.9
O=c1c2cc(N3CCOCC3)ccc2[nH]c(=S)n1CCCN1CCCCC1
→ 1	12	12	4	1.5	-4	1.8	1	0.9
COc1cccc(OCCNC(=O)c2cccc(OC)c2)c1
→ -1	-2	-18	97*	1.1	9	0.56	0	1.2
CCOC(=O)CNC(=O)CNC(=O)c1ccc(OC)cc1
→ 11	2	3	-5	0.9	.	-0.59	1	1
CCN(Cc1ccncc1)C(=O)c1cccs1
→ 0	-10	36	49	0.9	-3	1.4	0.5	0.6
O=C1CN(C(=O)CSc2nnnn2-c2ccc(Cl)cc2)c2ccccc2N1
→ 2	9	-5	13	0.8	-1	-0.62	0.9	1
O=C(c1cccnc1)N1CCc2ccccc21
→ 7	-19	-11	2	0.8	-1	-0.28	1	1.1
CCc1cc2c(=O)n(-c3ccccc3)cnc2s1
→ 0	8	28	31	1	3	0.52	0.7	0.7
CCSc1nnc(NC(=O)CSc2nnc(-c3c[nH]c4ccccc34)n2CC)s1
→ -2	2	33	19	1.3	-7	.	0.8	0.7
CC(C)(C)c1ccc(C(=O)Nn2c(CCC(=O)O)ccc2-c2cccs2)cc1
→ -2	17	5	-14	1.8	2	0.23	1.1	0.9
Cn1c(SCc2ccc(Br)cc2)nnc1-c1ccncc1
→ 1	3	75*	94*	1	1	0.54	0.1	0.3
N#Cc1cccc(-n2c(-c3ccccc3)nnc2-c2ccccc2)c1C#N
→ -8	4	89*	89*	0.8	3	-2.8	0.1	0.1
CSc1nc(N)c(C#N)c(-c2ccccc2Cl)c1C#N
→ 2	2	-3	-14	0.8	0	-2.5	1.1	1
N=c1sccn1CC(=O)Nc1ccc(Cl)c(S(=O)(=O)N2CCOCC2)c1
→ -3	17	25	-3	0.8	4	0.42	1	0.7
O=C(NCc1ccccc1)c1ccc2c(=O)n(CCCN3CCCC3=O)c(=S)[nH]c2c1
→ 0	4	26	18	1.4	5	0.18	0.8	0.7
